Source: PubChem BioAssay
CCR6 antag: CCR6 (human) receptor antagonism | CHO-K1 CCR6 PathHunter beta-arrestin, luminescence, CCL20-stimulated | inhibition, % at 20 µM | actives 0.49% (n = 340,000);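 active = compounds whose inhibition of the agonist-driven luminescence signal at 20 µM reaches about 50%, limit read from the data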;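 note: cells stimulated with CCL20 at 14 nM final; plate controls were DMSO with CCL20 for no effect and DMSO without agonist for full effect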
Target sequence (P51684 whole entry, looked up): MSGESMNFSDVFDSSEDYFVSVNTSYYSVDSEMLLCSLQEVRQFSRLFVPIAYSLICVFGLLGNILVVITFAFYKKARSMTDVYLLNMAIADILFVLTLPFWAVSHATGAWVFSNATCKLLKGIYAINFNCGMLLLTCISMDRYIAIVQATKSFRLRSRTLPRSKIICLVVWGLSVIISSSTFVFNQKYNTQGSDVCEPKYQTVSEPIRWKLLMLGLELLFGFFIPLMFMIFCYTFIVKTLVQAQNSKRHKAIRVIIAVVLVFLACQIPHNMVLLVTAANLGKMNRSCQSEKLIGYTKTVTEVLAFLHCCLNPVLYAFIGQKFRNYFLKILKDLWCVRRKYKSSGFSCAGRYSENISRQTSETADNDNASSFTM
Gli-Sufu antag: blocks Gli-Sufu signaling in a luciferase reporter; AID 588413; actives 0.74% (n = 340,000); Sufu-KO-LIGHT fibroblasts, Gli luciferase reporter luminescence; inhibition, % at 5 µM;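 active = inhibition above about 55%, limit read from the data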;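 note: 0% = DMSO-treated cells and 100% = wells with medium but no cells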
APOBEC3G inh: blocks human APOBEC3G single-stranded DNA deamination; recombinant A3G, ssDNA deamination FAM/TAMRA fluorescence; inhibition, % at 20 µM; actives 0.28% (n = 330,000);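 active = inhibition of at least 40% at 20 µM, with no more than 30% in the related APOBEC3A deaminase screen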;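 note: plate controls were DMSO wells with A3G for no effect and wells lacking A3G enzyme for full effect; some compounds called inactive have numbers as strong as hits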
Target sequence (Q9HC16 whole entry, looked up): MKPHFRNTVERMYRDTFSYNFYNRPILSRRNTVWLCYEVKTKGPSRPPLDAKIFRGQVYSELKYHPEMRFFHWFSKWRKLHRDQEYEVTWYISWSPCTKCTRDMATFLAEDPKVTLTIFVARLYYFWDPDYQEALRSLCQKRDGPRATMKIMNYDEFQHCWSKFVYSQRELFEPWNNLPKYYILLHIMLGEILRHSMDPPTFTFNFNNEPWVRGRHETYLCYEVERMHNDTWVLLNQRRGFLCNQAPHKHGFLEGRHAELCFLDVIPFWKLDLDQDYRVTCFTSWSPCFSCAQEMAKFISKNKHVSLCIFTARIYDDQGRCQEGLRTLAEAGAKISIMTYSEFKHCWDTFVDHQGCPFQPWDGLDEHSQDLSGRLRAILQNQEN
MPTP block: inhibitors of mitochondrial permeability transition pore. isolated mouse mitochondria, Ca2+ swelling absorbance, 30 min. inhibition, % at 10 µM. actives 1.4% (n = 360,000). AID 602449;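 active = inhibition of 50% or more, scaled per plate between neutral and stimulator controls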;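 note: 0% = DMSO wells given calcium and 100% = 1 mM EGTA wells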
A3A deaminase: blocks human APOBEC3A ssDNA deamination | P31941 | recombinant A3A, FAM/TAMRA ssDNA deamination fluorescence | inhibition, % at 20 µM | actives 0.41% (n = 330,000);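 active = at least 40% inhibition at 20 µM here, with at most 30% in a related deaminase screen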;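 note: plate controls were A3A with DMSO for no effect and wells lacking A3A enzyme for full effect; some results filed as inactive read as strong as hits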
CXCR6 block: blocks human CXCR6 beta-arrestin recruitment | O00574 | inhibition, % at 20 µM | actives 0.36% (n = 360,000) | CHO-K1 PathHunter CXCR6 beta-arrestin, luminescence | AID 602244; in the data active = inhibition above about 34%, passing the limit was not always enough;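 note: antagonist mode with CXCL16 agonist at 10 nM final; 0% = 10 nM CXCL16 with DMSO and 100% = unstimulated wells without agonist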
Target sequence (O00574 whole entry, looked up): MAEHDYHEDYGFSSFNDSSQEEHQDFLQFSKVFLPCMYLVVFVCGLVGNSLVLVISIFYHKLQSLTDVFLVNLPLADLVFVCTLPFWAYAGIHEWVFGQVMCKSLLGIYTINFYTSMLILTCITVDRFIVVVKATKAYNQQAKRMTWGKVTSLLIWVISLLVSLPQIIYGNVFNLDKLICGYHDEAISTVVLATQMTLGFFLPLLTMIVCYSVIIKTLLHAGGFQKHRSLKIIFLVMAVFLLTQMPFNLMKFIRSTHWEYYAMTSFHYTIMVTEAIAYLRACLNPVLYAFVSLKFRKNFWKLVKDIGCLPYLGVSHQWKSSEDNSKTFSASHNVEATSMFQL
GRIN3A LBD mod: modulators (binders) of human NR3A ligand-binding domain. NR3A LBD differential scanning fluorimetry, Tm shift; 0% = protein alone, 100% = glycine-bound protein. Tm shift relative to glycine control, % at 25 µM. actives 2.5% (n = 340,000). AID 1259313;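 active = melting temperature shift of at least 10% of the positive control shift, at one fixed dose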
EBI2 antag: blocks human EBI2 receptor beta-arrestin signaling; P32249; EBI2 beta-arrestin recruitment, luminescence, 7a,25-OHC stimulated; inhibition, % at 5 µM; actives 0.81% (n = 360,000); in the data active = inhibition above about 38%;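 note: enzyme fragment complementation signal reports receptor beta-arrestin coupling in cells; 0% = agonist plus DMSO wells and 100% = wells without agonist; some results beyond the cut were filed as inactive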
An asterisk follows results filed as active; x = no result given. No enrichment for hits. About 5.8% of those tested had a hit in this group.

Values run as follows: CCR6 antag, Gli-Sufu antag, APOBEC3G inh, MPTP block, A3A deaminase, CXCR6 block, GRIN3A LBD mod, EBI2 antag
CCOC(=O)C1=C(C)N(CCCC(=O)O)C(=O)NC1c1ccccc1Cl (centres undefined)
→ 10, 0, -3, x, 3, x, -2, x
CN1CCC(NC(=O)NC2CCCCC2)CC1
→ -1, 1, -7, 1.1, -1, -6, 1, 11
COc1ccc(N2C(=S)NC3c4cc(Cl)ccc4OC2(C)C3C(=O)N(C)C)cc1 (centres undefined)
→ 10, -29, -10, -2.2, 2, 10, 0, 0
CCC(=O)N1CCN(c2ccc(Cl)cc2NC(=S)NC(=O)c2ccco2)CC1
→ 26, 24, -7, -0.7, -8, 10, -12, -5
CCC(=O)Nc1ccc(NC(=S)NC(=O)c2cc3ccccc3o2)cc1
→ 36, -20, -9, 2.6, -5, 15, -9, 6
COc1ccccc1NC(=O)CCSc1nnnn1C
→ 5, 20, -5, -2.4, -2, 0, 0, -1
CCCCn1nnnc1NCc1cccnc1
→ 12, 3, -2, -1.0, 1, -4, -2, 3
CCCCCCNC(=O)CCCCCNS(=O)(=O)c1ccc(Br)cc1
→ 24, 1, -3, -0.9, 4, -4, 1, 5
Nc1nc(=O)n(C2CCCCO2)cc1Br (centres undefined)
→ 1, 2, x, -1.4, x, -1, 1, 5
O=C(CNC(=O)c1cccs1)NCC(=O)OCc1ccccc1Br
→ -5, 0, -14, -2.9, 0, -6, 0, 7
Cc1cc(Nc2cccc(Cl)c2)nc(NCc2ccccc2)n1
→ -14, 74*, -4, 82*, 0, -13, -2, -4
CC(=O)Oc1c(C(=O)c2nnc(C)o2)c(=O)n(C)c2ccccc12
→ -5, -2, -6, -1.6, 1, -4, -6, -7
CCc1cccc(CC)c1-n1c(SCC(=O)N2CCc3ccccc32)nc(O)cc1=O
→ 10, -3, 5, -1.2, -2, 3, 1, 2
Cc1cc(C)cc(-c2nnc(SCC(=O)NC3CC3)o2)c1
→ 2, -21, -5, -0.6, -1, 0, -2, 8
CN(C(=O)c1cccc(NC(=O)Cc2ccc(NC(=O)C3CCCN(C(=O)c4ccccc4)C3)cc2)c1)C1CCCCC1 (centres undefined)
→ -3, 0, x, -1.2, x, -4, -1, -8

Other structures follow.
Values run as follows: CCR6 antag, Gli-Sufu antag, APOBEC3G inh, MPTP block, A3A deaminase, CXCR6 block, GRIN3A LBD mod, EBI2 antag
CCOc1cc(C(=O)N2CCCC2)cc(OCC)c1OCC
→ 2, -5, -9, -0.6, -7, -3, -4, 2
N#Cc1ccc(C(=O)NNC(=O)c2cccc(S(=O)(=O)N3CCOCC3)c2)cc1
→ 5, -2, -5, -0.2, 1, 5, -1, 6
O=C(c1ccc(F)cc1)N1C2CCC1CC(O)(c1ccccc1F)C2 (centres undefined)
→ 5, -5, 0, 0.0, 2, -3, -5, 0
OC(c1ccccc1)(C1CCCCC1)C(CN1CCOCC1)c1ccccc1 (centres undefined)
→ 9, 2, -8, 0.1, 0, 7, 1, 21
CCc1ccc(NC(=O)Nc2ccsc2C(=O)OC)cc1
→ 3, -45, -2, 0.7, -2, -5, -4, -14
O=Cc1c(-c2ccccc2)cc2oc3ccccc3cc1-2
→ 21, -68, -7, -0.3, -1, 7, 4, 11
O=C(Cn1ncc2c1-c1ccccc1OC2)Nc1nc2ccccc2s1
→ -2, -6, -15, 0.8, -3, 3, -10, -7
COCCn1c(SCC(=O)Nc2cccc(F)c2)nc2c([nH]c3ccccc32)c1=O
→ 3, 10, -4, -0.2, 0, 8, 2, -1
O=C(Nc1ccccc1)O/N=C(\c1ccccc1)c1ccccn1
→ 11, 0, -1, 0.0, -2, -8, -5, -13
CCn1c(SCC(=O)Nc2ccc(C(C)=O)cc2)nc2nc3c(cc2c1=O)CCCC3
→ 2, -9, -8, 2.0, -1, -2, -29, 10
COc1ccccc1NS(=O)(=O)c1cccc(C(=O)N/N=C/c2c(C)nn(-c3ccccc3)c2N2CCCC2)c1
→ 11, 4, -2, -1.4, 0, 4, -9, 11
CC1CCCC(C)N1NC(=O)Cc1ccccc1 (centres undefined)
→ 10, 8, -10, -0.7, -3, -2, -2, -8
CC1(C)CC(NS(=O)(=O)OCC(Cl)(Cl)Cl)c2cc(C#N)ccc2O1 (centres undefined)
→ 1, 1, -13, 13, -2, -1, -19, -16
CCOC(=O)C(NCCc1ccccc1)(NC(=O)CC)C(F)(F)F (centres undefined)
→ 10, -7, -5, 1.0, -2, -2, -14, -6
CCC1CCCCN1C(=O)CSc1nc(C)cc(C)n1 (centres undefined)
→ 9, -1, -1, -0.1, 3, 7, -1, -5

A second format for 4 compounds above.
COc1ccc(N2C(=S)NC3c4cc(Cl)ccc4OC2(C)C3C(=O)N(C)C)cc1 (centres undefined)
  CCR6 antag: 10 | Gli-Sufu antag: -29 | APOBEC3G inh: -10 | MPTP block: -2.2 | A3A deaminase: 2 | CXCR6 block: 10 | GRIN3A LBD mod: 0 | EBI2 antag: 0
CC(=O)Oc1c(C(=O)c2nnc(C)o2)c(=O)n(C)c2ccccc12
  CCR6 antag: -5 | Gli-Sufu antag: -2 | APOBEC3G inh: -6 | MPTP block: -1.6 | A3A deaminase: 1 | CXCR6 block: -4 | GRIN3A LBD mod: -6 | EBI2 antag: -7
CC1(C)CC(NS(=O)(=O)OCC(Cl)(Cl)Cl)c2cc(C#N)ccc2O1 (centres undefined)
  CCR6 antag: 1 | Gli-Sufu antag: 1 | APOBEC3G inh: -13 | MPTP block: 13 | A3A deaminase: -2 | CXCR6 block: -1 | GRIN3A LBD mod: -19 | EBI2 antag: -16
CN(C(=O)c1cccc(NC(=O)Cc2ccc(NC(=O)C3CCCN(C(=O)c4ccccc4)C3)cc2)c1)C1CCCCC1 (centres undefined)
  CCR6 antag: -3 | Gli-Sufu antag: 0 | APOBEC3G inh: x | MPTP block: -1.2 | A3A deaminase: x | CXCR6 block: -4 | GRIN3A LBD mod: -1 | EBI2 antag: -8

(cont.)
SMILES	CCR6 antag	Gli-Sufu antag	APOBEC3G inh	MPTP block	A3A deaminase	CXCR6 block	GRIN3A LBD mod	EBI2 antag
CC(=O)Nc1ccc(NC(=O)C2CC(=O)N(c3ccc(Cl)cc3)C2)cc1 (centres undefined)	3	-8	-4	0.1	-3	-7	2	-21
CC(C)C(=O)Nc1nnc(SCC(=O)NC2CC2)s1	4	1	3	0.8	1	3	1	-17
Cc1cc(C(=O)N2CCCC(C(=O)c3ccc4ccccc4c3)C2)nn1C (centres undefined)	6	-1	-4	0.7	-4	-4	-2	-12
COC(=O)C1=C(C)N(Cc2ccccc2)C(=NCCc2cccnc2)N[C@H]1c1ccc(Br)cc1	10	20	12	20	45*	-1	0	-4
O=C(CN1C(=O)COc2ccc(Cl)cc21)N1CCCCC1	2	2	-7	0.1	-9	0	-2	-8
Cc1cc(C(=O)COc2ccccc2C(N)=O)c(C)n1CC1CCCO1 (centres undefined)	-3	58*	-3	93*	1	-5	2	-5
Cc1noc(C)c1C(=O)OCC(=O)NCc1ccc(Cl)cc1	9	-8	-4	0.2	0	0	0	-10
COCCN1Cc2cccc(C(=O)Nc3c(C)cccc3C)c2C1=O	4	2	-2	-2.6	-3	-3	2	0

Following part
SMILES	CCR6 antag	Gli-Sufu antag	APOBEC3G inh	MPTP block	A3A deaminase	CXCR6 block	GRIN3A LBD mod	EBI2 antag
O=C(c1ccccc1)c1ccc2c(c1)OCCOCCOCCO2	-14	-2	0	1.0	1	5	1	-2
Nc1nonc1C(=O)N/N=C/c1ccc(-c2cccc([N+](=O)[O-])c2)o1	13	7	-5	0.4	-3	6	-3	10
COc1ccc(C2CC(c3ccc(Br)cc3)=NN2C(=O)c2cccnc2)cc1 (centres undefined)	26	5	-1	0.8	2	4	3	10
N#Cc1nc(COc2cccc(Cl)c2)oc1N1CCN(c2ccccc2)CC1	17	13	-5	-0.3	1	6	2	27
CC(C)Cn1c(SCC(=O)Nc2cccc(S(N)(=O)=O)c2)nc2ccccc2c1=O	9	8	-1	-1.6	-6	-1	-4	6
CCc1ccc2c(c1)C(=O)C(=O)N2CCS(=O)(=O)c1ccccc1	19	-2	-2	-1.5	-2	9	2	-18
O=[N+]([O-])CC(=Nc1ccc(Cl)cc1)N/N=C\c1oc(O)c2ccccc12	-4	-23	0	-1.2	1	2	-3	16
O=C1C2C3C=CC(C2C(=O)N1c1ccccc1O)C1C2C(=O)N(c4ccccc4O)C(=O)C2C31 (centres undefined)	1	0	-8	-1.4	0	-8	1	-5

Additional structures.
SMILES	CCR6 antag	Gli-Sufu antag	APOBEC3G inh	MPTP block	A3A deaminase	CXCR6 block	GRIN3A LBD mod	EBI2 antag
COc1cc(S(=O)(=O)Nc2ccc3cn[nH]c3c2)ccc1Cl	-1	6	-2	-0.5	-3	-5	-3	-4
CC(C)CCSc1nc2ccccc2[nH]1	9	-40	-5	-1.5	1	-5	2	-7
CC(C)c1cc(NCc2ccccn2)n2c(nc3ccccc32)c1C#N	-8	14	-8	0.1	-4	4	2	-38
COc1ccc(C2=NOC(C(=O)Nc3ccc4c(c3)OCCO4)C2)c(OC)c1 (centres undefined)	-10	-2	-3	1.6	0	1	-2	-6
O=C(Nc1cnn(Cc2ccccc2)c1)c1nc2ncccn2n1	-5	3	-3	-1.5	-2	1	-1	-1
CCn1c(/C=C/c2ccccc2[N+](=O)[O-])nc2ccccc2c1=O	15	6	-4	0.2	-3	-2	0	-2
Cc1ccc(-c2nnn(CC(=O)N(Cc3cccs3)C(C(=O)NC3CCCC3)c3ccncc3)n2)cc1 (centres undefined)	-6	19	-5	-0.2	-10	4	-4	12
O=C(NC1CCCCC1)c1cccc(S(=O)(=O)N2CCCCC2)c1	20	-6	-9	0.0	-5	-2	0	6

(next part)
SMILES	CCR6 antag	Gli-Sufu antag	APOBEC3G inh	MPTP block	A3A deaminase	CXCR6 block	GRIN3A LBD mod	EBI2 antag
CN(CC(=O)Nc1ccccc1C(F)(F)F)C(=O)c1cc(Cl)nc2ccccc12	8	-6	-7	-1.0	-2	-3	3	-13
O=C(NCC1CCN(Cc2ccc(F)cc2)CC1)C1CCCN(c2ncnc3c2nc2n3CCCCC2)C1 (centres undefined)	0	6	-5	-1.7	-4	11	1	7
COC(=O)c1cn(CC(=O)NC2CCCCCC2)c2ccccc12	1	-2	-4	0.8	-4	-3	-5	3
COC(=O)c1ccccc1N1C(=O)C2C(C1=O)C1C=CC2C12CC2 (centres undefined)	5	1	-6	0.3	-7	3	0	-10
O=S(=O)(CCNC1CC1)NC1CCCCC1	-11	4	x	-1.7	x	-8	0	-2
Cc1ccc2nc(NC(=O)C3CCN(S(=O)(=O)c4cccnc4)CC3)sc2c1	5	-7	-8	-1.2	-3	-12	-13	34
COc1cc2c(cc1OC)C(C(=O)NCCN1CCOCC1)C1c3ccccc3CCN1C2=O (centres undefined)	1	3	-5	-2.0	-5	-11	2	-5
COc1ccc(Cn2nnnc2C(c2ccccc2OC)N2CCC(C(N)=O)CC2)cc1 (centres undefined)	15	7	-4	0.6	-3	6	0	7

The final 2 records of the section before are carried over, then new ones follow.
SMILES	CCR6 antag	Gli-Sufu antag	APOBEC3G inh	MPTP block	A3A deaminase	CXCR6 block	GRIN3A LBD mod	EBI2 antag
COc1cc2c(cc1OC)C(C(=O)NCCN1CCOCC1)C1c3ccccc3CCN1C2=O (centres undefined)	1	3	-5	-2.0	-5	-11	2	-5
COc1ccc(Cn2nnnc2C(c2ccccc2OC)N2CCC(C(N)=O)CC2)cc1 (centres undefined)	15	7	-4	0.6	-3	6	0	7
CCc1ccccc1N1C(=O)C2C3C=CC(CC3)C2C1=O (centres undefined)	0	5	-5	0.9	2	-7	1	-7
Cc1cc(C)c(S(=O)(=O)N2CCCOC2CNC(=O)C(=O)NCCc2c[nH]c3ccccc23)c(C)c1 (centres undefined)	-1	19	-8	3.2	0	-8	-4	11
COc1cc(C(=O)COC(=O)c2cc([N+](=O)[O-])ccc2N2CCOCC2)ccc1OC(F)F	22	30	-4	-1.8	2	3	2	6
Cc1ccc(NC(=O)COC(=O)Cn2c(C)csc2=O)c([N+](=O)[O-])c1	1	-2	-9	-0.6	2	-8	0	1
CC(=O)Nc1ccc(/C=C(\C#N)S(=O)(=O)c2ccc(C)cc2)cc1	11	-1	1	0.3	-1	7	-6	2
